Efflux pump mplx: inhibitors of Candida antifungal efflux pumps expressed in yeast; S. cerevisiae Candida pump triplex, Nile Red efflux; inhibition, % at 10 µM; 330,000 tested, 0.44% active;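 active = plate passing quality check with inhibition over a set limit, or well fluorescence over plate mean plus 4 SD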;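 also: Nile Red retained in pooled yeast measured as flow cytometry median fluorescence; 0% = buffer negative control and 100% = Enniatin B positive control; higher means more Nile Red kept so more efflux inhibition; some compounds called inactive have numbers as strong as hits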
TPT1 inhibitor: inhibitors of Candida albicans tRNA 2'-phosphotransferase TPT1 | recombinant caTPT1, FP RNA substrate dephosphorylation | inhibition, % at 5 µM | 300,000 tested, 0.81% active | AID 1962;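 active = inhibition above the mean of all tested compounds plus 3 SD, set per screening campaign, cut at about 24% in these data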;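 also: plate controls were DMSO alone for no effect and ferristatin control at 100 nM for full effect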
PP5 primary: PP5 (human) phosphatase inhibition; inhibition, % at 6.7 µM; 320,000 tested, 0.18% active; purified PP5c, OMFP substrate fluorescence; P53041; AID 1987;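 active = inhibition above the campaign's mean inhibition across all tested compounds plus 3 SD, cut at about 9.5% in these data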;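 also: 0% = DMSO only and 100% = 100 µM cantharidin control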
Target sequence (P53041 whole entry, looked up): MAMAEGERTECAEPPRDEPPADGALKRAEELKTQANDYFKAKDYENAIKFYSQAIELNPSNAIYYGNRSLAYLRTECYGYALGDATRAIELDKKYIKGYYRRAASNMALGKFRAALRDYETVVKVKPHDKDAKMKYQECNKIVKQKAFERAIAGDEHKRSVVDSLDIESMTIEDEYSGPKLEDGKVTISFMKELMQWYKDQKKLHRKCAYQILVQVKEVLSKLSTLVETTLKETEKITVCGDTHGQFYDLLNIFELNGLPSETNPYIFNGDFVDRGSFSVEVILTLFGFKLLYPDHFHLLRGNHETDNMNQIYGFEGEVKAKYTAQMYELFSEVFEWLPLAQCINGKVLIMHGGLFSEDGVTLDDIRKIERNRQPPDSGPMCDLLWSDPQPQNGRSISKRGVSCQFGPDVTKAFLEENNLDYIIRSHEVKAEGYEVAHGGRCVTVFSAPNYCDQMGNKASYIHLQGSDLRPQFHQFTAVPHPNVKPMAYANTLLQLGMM
LYPLA2 inh: counter-screen for PME1 inhibitors: inhibitors of human LYPLA2; inhibition, % at 5.9 µM; recombinant LYPLA2, FP-Rh probe fluorescence polarization; AID 2177; 320,000 tested, 0.38% active; O95372;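 active = inhibition above the screen-wide mean plus 3 SD, limit set per campaign, cut at about 26% in these data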;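 also: 0% = LYPLA2 with DMSO and 100% = wells lacking LYPLA2 enzyme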
PREPL inh: inhibits the human prolyl oligopeptidase-like enzyme. recombinant PREPL, fluorescence polarization activity-based probe. inhibition, % at 5.96 µM. 320,000 tested, 0.68% active. AID 2751; in the data active = inhibition above about 43%;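 also: 0% = enzyme with DMSO and 100% = wells lacking enzyme; many of its hits are not listed in these tables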
HCV core dimer: HCV core protein dimerization inhibition. AID 1899. 300,000 tested, 0.33% active. TR-FRET GST/Flag-core106 dimerization, 1536-well. inhibition, % at 5 µM;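 active = inhibition above the mean of all tested compounds plus 3 SD, set per screening campaign, cut at about 45% in these data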
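Material: GST/Flag-tagged HCV core106 proteins. Incubation: 4 h, 22.5 °C incubation. Read-out basis: inhibition (%) from 671 over 617 nm ratio. Measured by: TR-FRET, excitation 340 nm, emission 617 and 671 nm.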
CTSL1 counter: counter-screen for PFM18AAP inhibitors: inhibitors of F. hepatica cathepsin L1; 300,000 tested, 0.49% active; recombinant F. hepatica cathepsin L1, Z-Leu-Arg-MCA fluorescence; AID 1906; inhibition, % at 5.96 µM;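 active = inhibition above the mean of all tested compounds plus 3 SD, set per screening campaign, cut at about 17% in these data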;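 also: 0% = plate median of test compound wells and 100% = 1 µM Z-Phe-Ala-diazomethylketone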
PP1 counter: counter-screen for PP5 inhibitors: inhibitors of human PP1-alpha; P62136; purified PP1alpha, OMFP fluorescence; inhibition, % at 6.7 µM; 320,000 tested, 0.9% active;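 active = inhibition above the mean inhibition of all tested compounds plus 3 SD, computed separately for each screening campaign, cut at about 15% in these data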
GASC-1 inh: inhibitors of human GASC-1 (JMJD2C) demethylase. GST-JMJD2C(1-420) H3K9me3 demethylation, DELFIA europium. 330,000 tested, 0.069% active. inhibition, % at 2.35 µM. Q9H3R0;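 active = more than half of a compound's replicate wells show inhibition beyond 50%, single wells judged on their own value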;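 also: signal counts dimethyl H3K9 product captured on neutravidin plate; 0% = median of DMSO wells and 100% = 0.3 times that DMSO median; strong numbers were not always called active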
Target sequence (Q9H3R0 1-420 limits assumed): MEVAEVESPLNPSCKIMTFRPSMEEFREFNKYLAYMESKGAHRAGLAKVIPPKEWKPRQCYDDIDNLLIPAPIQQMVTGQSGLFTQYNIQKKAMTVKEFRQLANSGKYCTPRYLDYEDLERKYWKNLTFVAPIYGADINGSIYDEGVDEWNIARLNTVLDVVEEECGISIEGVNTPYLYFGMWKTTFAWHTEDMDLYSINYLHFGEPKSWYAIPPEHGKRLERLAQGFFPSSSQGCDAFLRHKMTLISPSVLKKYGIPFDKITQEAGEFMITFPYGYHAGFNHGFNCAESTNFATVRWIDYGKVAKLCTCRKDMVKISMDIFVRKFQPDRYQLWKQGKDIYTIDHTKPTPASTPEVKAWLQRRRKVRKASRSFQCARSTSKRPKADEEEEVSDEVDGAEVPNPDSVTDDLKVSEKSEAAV
The depositor's hits bear a star; · = no result given. Some of the compounds tested; the hit share may differ from the screen's.

SMILES	Efflux pump mplx	TPT1 inhibitor	PP5 primary	LYPLA2 inh	PREPL inh	HCV core dimer	CTSL1 counter	PP1 counter	GASC-1 inh
COc1ccc(CCNC(=O)c2oc3ccc(S(=O)(=O)N4CCOCC4)cc3c2C)cc1OC	0.1	-2	1.6	6	10	3	3	-4	7
CN(C[C@H](Cc1ccccc1)N(C[C@@H](CC1CCCCC1)N(CCc1ccccc1)N=O)N=O)N=O	·	2	-0.1	2	4	3	0	1	-6
Cc1nc2ncnn2c(C)c1CCC(=O)NC(C)c1ccc2c(c1)OCCO2 (stereo not given)	0.0	-1	1.5	5	14	1	3	-3	2
CC(Nc1ccccc1)c1ccncc1 (stereo not given)	0.1	-2	2.2	1	1	-5	2	0	-1
CC(C)C1CCC(C(=O)N[C@H](Cc2ccccc2)C(=O)O)CC1 (stereo not given in full)	-0.1	-5	0.3	-2	6	2	-1	2	16
CC(C)c1ccc(NC2CCCN(C(=O)c3ccnn3C)C2)cc1 (stereo not given)	0.0	1	0.0	-5	2	-2	-1	0	-4
CCOC(=O)n1c(=O)n(Cc2cccc(C)c2)c2ccccc21	0.1	-3	1.3	-1	-6	10	1	2	4
Cc1c(C(=O)Nc2ccc(Cl)cc2)c2ccccn2c1CCc1ccncc1	0.0	14	2.0	8	18	4	1	4	-4
CC(C)C(NS(=O)(=O)c1cccs1)C(=O)NCc1ccccc1Cl (stereo not given)	0.0	-6	3.1	0	11	-1	9	-7	-28
CN(Cc1ccon1)Cc1cn(C)nc1-c1ccc(Oc2ccccc2)cc1	0.1	-2	4.6	-1	7	2	7	0	5
CSc1nnc(C2CCCN2)n1C (stereo not given)	0.0	0	-2.5	-2	-2	0	6	-1	10
COc1ccc(-c2nnc(SCC(=O)Nc3cc(F)ccc3C)o2)cc1	-0.1	0	-0.6	-3	-6	5	5	-3	-6
CC(=O)Nc1ccc(CN2CCN(CCc3ccccc3)C(CCO)C2)cc1 (stereo not given)	0.1	-2	2.3	5	-4	1	-6	-1	-6
Cn1c(=O)n(C)c2cc(S(=O)(=O)Nc3ccccc3C(=O)O)ccc21	0.0	1	-0.1	12	9	-4	-4	0	-13
Cc1cccc2c1NC(C)CC2C (stereo not given)	-0.2	-4	-0.3	6	21	0	3	0	7
CCOC(=O)Cn1c(=O)n(Cc2ccco2)c(=O)c2ccc(C(=O)NC3CCCC3)cc21	0.0	2	3.1	5	-2	4	3	-1	20
Cc1ccc(N2CCN(C3=NC(=O)C(Cc4ccccc4)S3)CC2)cc1 (stereo not given)	0.0	-2	2.0	-1	-43	5	-2	2	-2
CCN(CC)CCC(=O)c1ccc(F)cc1	0.0	-1	-3.8	-3	-5	0	4	-4	0
CC(C)C[C@@H](CN(C)N=O)N(C[C@H](Cc1ccccc1)N(CCc1ccccc1)N=O)N=O	0.1	-2	3.0	-4	9	3	2	7	-24
CNC(=O)CC(C(=O)O)c1ccc(OC(C)C)cc1 (stereo not given)	0.1	0	1.3	4	-3	-2	0	2	-5
CC(=O)Nc1ccc2nc(NC(=O)CN3CCOCC3)sc2c1	0.6	-2	2.8	-2	10	3	2	0	-6
C1=C(c2ccccc2)CCN(c2ncnc3nc[nH]c23)C1	0.1	0	-0.2	4	-4	2	5	-5	5
CC(C)Cn1c(N)c(C(=O)COC(=O)C2CCCN2C(=O)c2cccs2)c(=O)n(C)c1=O (stereo not given)	0.1	·	1.6	3	5	·	·	4	2
Cc1c(C)c(C)c(S(=O)(=O)NCCC(=O)N2CCN(Cc3ccc(C#N)cc3)CC2)c(C)c1C	0.2	·	3.3	3	14	·	·	3	3
O=C(CNC(=O)c1cccs1)N/N=C/c1ccccc1[N+](=O)[O-]	-0.1	0	-4.1	25	2	-4	0	0	-3
CCc1ccccc1N1CC(C(=O)Nc2cc(S(=O)(=O)N3CCCC3)ccc2Cl)CC1=O (stereo not given)	0.1	·	-2.5	0	8	·	·	-5	-4
O=C(Nc1cccc(NC(=O)c2ccc(Cl)cc2Cl)c1)c1cccnc1	0.2	1	-0.5	-19	-23	18	7	-3	-5
CN1C(=O)Cc2cc(S(=O)(=O)Nc3ccc(N4CCOCC4)cc3)ccc21	0.0	-1	3.6	-1	13	19	-1	4	1
Cc1cc(NS(=O)(=O)c2ccc(NC(=S)Nc3ccc(Cl)cc3C)cc2)no1	-0.2	-1	-2.4	-8	1	-1	-1	-9	5
COc1ccc(Cl)cc1NC(=O)NCCN1CCCCC1	-0.2	1	1.2	7	16	-3	1	0	-5

Look-ups from above:
CN1C(=O)Cc2cc(S(=O)(=O)Nc3ccc(N4CCOCC4)cc3)ccc21 – HCV core dimer: 19
CC(=O)Nc1ccc2nc(NC(=O)CN3CCOCC3)sc2c1 – CTSL1 counter: 2
O=C(Nc1cccc(NC(=O)c2ccc(Cl)cc2Cl)c1)c1cccnc1 – PP5 primary: -0.5

Ordered by SMILES length (rising): some entries from above
SMILES	Efflux pump mplx	TPT1 inhibitor	PP5 primary	LYPLA2 inh	PREPL inh	HCV core dimer	CTSL1 counter	PP1 counter	GASC-1 inh
COc1ccc(Cl)cc1NC(=O)NCCN1CCCCC1	-0.2	1	1.2	7	16	-3	1	0	-5
Cc1cc(NS(=O)(=O)c2ccc(NC(=S)Nc3ccc(Cl)cc3C)cc2)no1	-0.2	-1	-2.4	-8	1	-1	-1	-9	5
CCc1ccccc1N1CC(C(=O)Nc2cc(S(=O)(=O)N3CCCC3)ccc2Cl)CC1=O (stereo not given)	0.1	·	-2.5	0	8	·	·	-5	-4

Going on with the list:
SMILES	Efflux pump mplx	TPT1 inhibitor	PP5 primary	LYPLA2 inh	PREPL inh	HCV core dimer	CTSL1 counter	PP1 counter	GASC-1 inh
CCOC(=O)CNC(=O)C1(c2ccccc2)CCCC1	0.1	4	0.8	1	-8	4	1	-3	4
O=C(COC(=O)c1cccs1)NCc1cccs1	-0.3	-2	-1.9	1	-1	6	-5	-2	-10
O=C(CN1C(=O)C2C3C=CC(C3)C2C1=O)NC1CCCc2ccccc21 (stereo not given)	0.0	-3	0.3	7	17	-4	2	-2	17
C=C(C)COc1ccc(-c2[nH]ncc2-c2ccc(Br)cc2)c(O)c1	0.2	-4	7.9	-2	8	-16	1	-1	-1
O=C(N=Nc1c(O)[nH]c2ccc(F)cc12)c1ccc(NS(=O)(=O)c2cccs2)cc1	0.0	·	1.2	1	17	·	·	-1	-2
CCN(CC)CCNC(=O)c1cc(S(=O)(=O)N2CCc3ccccc32)cn1C	0.0	2	-1.4	-2	-16	-8	-2	-3	6
CCOC(=O)C1=C(CN2CCC(C)CC2)NC(=O)NC1c1ccc(Cl)cc1 (stereo not given)	0.1	2	3.1	0	4	6	0	-3	5
CCOC(=O)c1cnc2c(-c3ccc(Cl)cc3)c(C)nn2c1N	0.1	0	-0.9	-11	-1	18	0	0	3
CCN(CC(=O)Nc1ccc2c(c1)OCCO2)C(=O)c1cc(=O)[nH]c2ccccc12	-0.1	1	-3.8	-5	-7	2	0	2	8
Cc1ccc(NC(=S)N2CCN(S(=O)(=O)c3c(F)cccc3F)CC2)cc1C	0.2	2	0.1	0	0	8	2	2	-25
CN(c1ccc(OCC(=O)OCC(=O)Nc2ccc(Br)cc2)cc1)S(=O)(=O)c1cccs1	0.2	0	1.4	-46	-4	6	-1	-1	-1
Cc1ccc(N(CCC#N)C(=O)COC(=O)C2=COCCO2)cc1	0.0	0	-1.1	5	-1	-2	-5	-2	3
Cc1ccc(-c2c(C#N)c(N)nc3c2CCCCC3)o1	-0.2	-3	1.2	5	10	1	7	0	-1
CCN(Cc1ccccc1)C(=O)CC(=O)N(CC)Cc1ccccc1	0.1	-1	0.0	15	12	-14	4	-1	198
OC(C#CCN1CCOCC1)(c1ccccc1)C1CCCCC1 (stereo not given)	-0.1	0	0.0	3	-4	-6	2	-4	13
O=c1oc2ccccc2c(NC2CCCCC2)c1NS(=O)(=O)c1ccc(Br)cc1	-0.1	-2	2.9	3	10	8	8	9	-12
Cc1ccc(C(=O)NNC(=O)c2csc(N3CCOCC3)n2)s1	-0.3	-4	-0.9	-3	1	-4	4	-2	-17
CC(NC(=O)COC(=O)c1cn(-c2ccccc2)nc1-c1cccs1)c1ccccc1 (stereo not given)	0.4	0	1.7	-54	-18	-12	2	15	0
COc1ccc(/C=C/C(=O)C2C(=O)C=C(C)OC2=O)cc1O (stereo not given)	0.0	25*	-1.0	-2	3	14	1	2	16
CCOC(=O)CSc1nc(C)c2cc(OC)ccc2n1	0.1	-6	0.3	-1	10	-5	-1	4	-2
O=C(Nc1ccc(-c2csc(Nc3ccc(Cl)cc3)n2)cc1)c1cc([N+](=O)[O-])cc(C(F)(F)F)c1	-0.1	-2	1.8	-9	3	24	-3	-3	18
O=C(Oc1ccc(/C=N/NC(=O)c2ccccc2O)cc1)c1ccccc1	0.0	-6	-11	-11	9	10	7	-3	0
C=CCOC(=O)C1=C[C@@H](c2ccc(C(F)(F)F)cc2)C[C@@H](OCCCCO)O1	·	0	2.4	-4	5	12	9	0	2
O=C(Nc1ccc(Oc2ncccn2)cc1)c1ccco1	-0.1	0	-1.1	-4	3	10	-1	-2	-6
N/C(=N\c1nc2ccccc2o1)NC(=O)c1ccccc1Br	0.0	3	3.4	-5	-10	-1	0	-1	-11
CC(C)CC(=O)NC(=S)Nc1cc(C(F)(F)F)ccc1N1CCOCC1	-0.2	0	4.5	13	14	3	0	3	6
CCOC(=O)C1=C(COC(=O)c2ccccc2[N+](=O)[O-])NC(=O)NC1C (stereo not given)	-0.1	-3	0.3	6	9	-2	-11	-3	0
CCOC(=O)c1ccc(N2CCOCC2)c(NC(=O)c2ccc3c(c2)OCO3)c1	0.0	2	6.5	4	-8	7	3	-1	0
CN1C[C@H](C(=O)NC2(C)OC3(O)[C@@H]4CCCN4C(=O)[C@H](Cc4ccccc4)N3C2=O)CC2c3cccc4[nH]cc(c34)C[C@H]21 (stereo not given in full)	0.0	-5	2.0	0	4	2	0	-1	15
CC(C)(C)c1ccc(-c2n[nH]c(=S)n2/N=C/c2ccncc2)cc1	0.1	7	3.0	-5	16	2	3	0	0
CCOC(=O)c1ccc(NC(=S)Nc2ccc(Br)cc2N)cc1	-0.1	1	0.4	-6	9	0	1	-2	-1
COc1cc2nc(N3CCNCC3)nc(N)c2cc1OC	0.0	-2	1.2	5	7	9	-1	2	-12
COc1ccc(CCC(=O)N2CCN(c3ccccc3)CC2)cc1OC	0.2	-3	0.5	2	-5	-11	0	2	-7
COc1ccccc1-n1nnnc1SCC(=O)Nc1ccccc1	0.2	-2	1.0	5	-9	8	6	0	4
CCN(CC(=O)Nc1cccc(C(C)=O)c1)S(=O)(=O)c1ccccc1	0.5	-6	3.1	1	-8	4	-5	-1	-41
CCOC(=O)CNC(=O)c1cc2c(=O)[nH]c3ccc(C)cc3c2s1	0.0	-2	1.4	-2	-6	1	0	-1	30
COCc1cc(N2CCOCC2)nc(SCc2ccc(Cl)cc2)n1	0.0	4	2.9	-10	25	-3	-1	2	-6
CCOC(=O)C1=C(CS(=O)(=O)c2ccc(F)cc2)NC(=O)NC1c1ccc(O)c(O)c1 (stereo not given)	0.1	1	0.6	3	1	-3	-3	-1	-3
Cc1cc(C)n2nc(SCc3nnc(SCCCCl)o3)nc2n1	0.0	-1	1.4	10	17	1	-2	-4	1
O=C(OCC(=O)N1CCN(C(=O)c2ccco2)CC1)c1cc(-c2cccc(Br)c2)nc2ccccc12	0.0	1	3.6	-10	-17	20	-22	6	-9
NS(=O)(=O)c1ccc(CCNC(=O)CNC(=O)C2CCCCC2)cc1	-0.2	-4	-0.8	6	3	-6	2	-6	4
CCCCCCC1(C)NC(=O)N(C(C)C(=O)Nc2ccc(N3CCOCC3)cc2)C1=O (stereo not given)	0.2	·	0.1	0	15	·	·	-1	0
